# Efflux pump inh – inhibitors of Candida efflux pumps in yeast, primary screen, S. cerevisiae, Nile Red, multiplex | S. cerevisiae Candida pump triplex | AID 485275, 2010 | hit rate 0.44% among 330,000 | inhibition, % at 10 µM;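 active = plate passing quality check with inhibition over a set limit, or well fluorescence over plate mean plus 4 SD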;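 note: Nile Red retained in pooled yeast measured as flow cytometry median fluorescence; 0% = buffer negative control and 100% = Enniatin B positive control; higher means more Nile Red kept so more efflux inhibition; some compounds called inactive have numbers as strong as hits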
# AHR activator – AHR activators, primary screen, cell-based, luminescence, luciferase reporter, human. Aryl hydrocarbon receptor (Homo sapiens), P35869. hit rate 2.5% among 320,000. AHR-responsive luciferase reporter cells. activation, % at 5 µM; in the data active = activation above about 47%;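 note: 0% = vehicle wells and 100% = reference agonist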
# Target sequence (P35869 whole entry, looked up): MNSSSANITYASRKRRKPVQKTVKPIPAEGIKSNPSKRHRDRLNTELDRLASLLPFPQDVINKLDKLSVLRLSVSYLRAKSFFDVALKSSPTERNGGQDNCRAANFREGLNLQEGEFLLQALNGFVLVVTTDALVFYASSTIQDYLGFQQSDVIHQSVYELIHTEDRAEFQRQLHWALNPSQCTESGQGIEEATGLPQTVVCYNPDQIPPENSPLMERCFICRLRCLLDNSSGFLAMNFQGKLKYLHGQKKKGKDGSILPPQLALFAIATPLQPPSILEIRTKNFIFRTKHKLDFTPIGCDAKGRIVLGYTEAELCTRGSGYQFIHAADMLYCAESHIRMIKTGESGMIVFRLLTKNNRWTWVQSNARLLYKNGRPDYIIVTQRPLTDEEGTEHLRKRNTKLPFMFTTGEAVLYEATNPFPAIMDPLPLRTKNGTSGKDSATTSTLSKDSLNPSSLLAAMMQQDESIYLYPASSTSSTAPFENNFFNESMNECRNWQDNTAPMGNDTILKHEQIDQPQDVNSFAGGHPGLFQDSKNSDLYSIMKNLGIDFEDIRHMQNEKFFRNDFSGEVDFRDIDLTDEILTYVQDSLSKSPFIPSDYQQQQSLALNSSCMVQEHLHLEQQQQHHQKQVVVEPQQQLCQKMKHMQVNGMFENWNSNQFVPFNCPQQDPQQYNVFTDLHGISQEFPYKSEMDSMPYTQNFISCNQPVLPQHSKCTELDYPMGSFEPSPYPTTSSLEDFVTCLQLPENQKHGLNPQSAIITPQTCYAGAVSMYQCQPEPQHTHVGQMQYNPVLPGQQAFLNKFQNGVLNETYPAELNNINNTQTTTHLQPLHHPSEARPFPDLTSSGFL
# CIT2 TOR yeast – modulators of CIT2-GFP expression in yeast, primary screen, S. cerevisiae, GFP fusion, multiplex flow cytometry, MLPCN library; hit rate 0.065% among 320,000; GFP response vs DMSO, % at 10 µM; S. cerevisiae CIT2-GFP strain, 3 h; 100 means same as DMSO wells;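 active = GFP response relative to DMSO above a set limit, near the screen mean plus 3 SD, cut at about 150% in these data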;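 note: ratio of well median GFP fluorescence to mean of DMSO wells on the plate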
# AGP1-GFP MLPCN – modulators of AGP1-GFP expression in yeast TOR pathway, primary screen, cell-based, multiplex flow cytometry, S. cerevisiae, MLPCN library. 3 h; GFP as percent of DMSO wells. GFP response vs DMSO, % at 10 µM. hit rate 0.02% among 320,000;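 active = GFP response relative to DMSO above a set limit, near screen average plus 3 SD, cut at about 150% in these data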;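 note: median GFP channel fluorescence of the gated AGP1 strain per well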
# MEP2 TOR yeast – modulators of MEP2-GFP levels in yeast, primary screen, S. cerevisiae, multiplex flow cytometry, MLPCN library; S. cerevisiae MEP2-GFP strain, 3 h; 100% = DMSO control level; GFP response vs DMSO, % at 10 µM; hit rate 0.51% among 330,000;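 active = GFP response versus DMSO above a set limit, roughly screen mean plus 3 SD, cut at about 180% in these data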;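 note: median GFP fluorescence of the barcode-gated MEP2-GFP cells per well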
# RPL19A TOR yeast – RPL19A-GFP expression modulators in yeast, primary screen, cell-based, S. cerevisiae, multiplex flow cytometry, MLPCN. S. cerevisiae RPL19A-GFP strain, 3 h; hits give low values. percent response vs DMSO, % at 10 µM. hit rate 0.3% among 330,000;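 active = percent response vs DMSO below 50%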;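 note: median channel GFP fluorescence of the barcoded RPL19A-GFP strain; ratio of sample median GFP to plate DMSO average so 100% = DMSO; lower means less RPL19A-GFP as with rapamycin TOR inhibition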
# LAP4-GFP MLPCN – modulators of LAP4-GFP expression in yeast, primary screen, S. cerevisiae, multiplex flow cytometry, MLPCN library. 3 h; median GFP as percent of DMSO wells. GFP response vs DMSO, % at 10 µM. hit rate 0.34% among 320,000;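 active = GFP response vs DMSO above a set limit, about the screen mean plus 3 SD, cut at about 150% in these data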
# Yeast superoxide – reduction of superoxide in aged yeast, primary screen, HTS. S. cerevisiae aged cells, superoxide DHE fluorescence; hits give low values. superoxide response (% of plate mean), % at 10 µM. hit rate 0.18% among 330,000. AID 2690, 2010;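 active = superoxide response under a set limit, about three screen SD below normal, cut at about 65% in these data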;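 note: yeast aged for seven days with compound at 30 °C before DHE staining; 100% = average MFI of all compound-treated wells on the plate with controls excluded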
# Starred values were filed as active, the others as inactive; nt = no result given.
SMILES,Efflux pump inh,AHR activator,CIT2 TOR yeast,AGP1-GFP MLPCN,MEP2 TOR yeast,RPL19A TOR yeast,LAP4-GFP MLPCN,Yeast superoxide
O=C(Cn1c(CO)nc2ccccc21)Nc1ccccc1Cl,0.0,-0.5,90.4,97.4,89.1,96.7,115.6,101.5
COc1ccc(NC(=O)c2sc3nc(Cc4ccccc4)cc(C(F)(F)F)c3c2N)cc1OC,0.5,5.2,102.3,100.2,98.8,109.1,89.9,99.5
Cn1c(C(=O)NC2CCCCC2)cc2c(=O)n(C)c3ccccc3c21,0.0,3.1,105.5,101.1,105.0,97.0,106.7,106.2
COc1cccc(NC(=O)C2CC(=O)N(C)C(=Nc3cccc(F)c3)S2)c1 (configuration not stated),0.1,1.1,94.7,94.8,99.1,94.4,100.8,113.6
COC(=O)CC1C(=O)NCCN1C(=O)c1ccc(Cl)cc1 (configuration not stated),0.2,-1.4,98.1,100.1,108.3,110.9,98.2,87.8
CN1C(=O)CC(C(=O)O)SC1=Nc1cc(Cl)cc(Cl)c1 (configuration not stated),0.0,-1.9,100.9,102.1,106.2,104.8,96.5,88.3
O=C(CNC(c1ccccc1)c1ccccc1)Nc1ccccc1F,-0.1,-1.4,91.7,98.3,96.6,91.8,98.9,95.7
Cc1cc(-n2c(C)cc(C(=O)COc3ccc([N+](=O)[O-])cc3)c2C)no1,0.1,6.1,93.3,101.4,94.6,99.2,107.0,100.2
Clc1cccc(-c2nnc(SCc3nc4ccccc4[nH]3)n2Cc2ccco2)c1,0.0,6.1,98.2,100.6,104.3,99.5,107.1,93.6
Cc1ccc(NC(=O)CN2C(=O)NC3(CCCc4ccccc43)C2=O)c([N+](=O)[O-])c1 (configuration not stated),0.3,6.9,93.0,90.0,94.3,72.2,86.2,107.8
COc1ccccc1C1CC(c2ccccc2)=NN1C(=O)c1ccccc1 (configuration not stated),0.1,42.0,93.1,91.3,102.5,105.1,98.0,83.6
CC(C)(O)C#Cc1ccccc1C(=O)NC(CC(N)=O)C(=O)O (configuration not stated),-0.2,8.0,102.5,109.2,107.0,103.3,105.6,108.2
Cc1cc(N2CCN(C)CC2)nc2ccc(NC(=S)NCCN3CCc4ccccc4C3)cc12,0.6,9.2,96.8,98.3,94.9,96.9,102.9,87.7
C=C1C[C@H](O[C@@H]2O[C@H](CO)[C@@H](O)[C@H](O)[C@H]2O)[C@@H]2[C@H](OC(=O)[C@H]2C)[C@H]2[C@H](C)[C@H](O)C[C@@H]12,-0.4,-1.2,101.9,108.1,98.8,100.3,111.5,95.1
COc1ccc2oc(=O)cc(CN3CCOCC3)c2c1,0.1,-0.8,98.2,98.6,101.0,101.5,100.2,103.0
Cc1ccc(-n2ncc3c2CC(C)(C)CC3NC(=O)c2ccccn2)cc1 (configuration not stated),0.0,0.6,96.2,98.2,96.9,99.4,109.9,104.5
CCc1nnc(NC(=O)CSc2nnc(CNC(=O)c3ccc(OC)c(OC)c3)o2)s1,0.0,1.2,97.5,104.7,100.8,97.6,90.3,84.2
N#CC(C(=O)OCc1ccccc1)c1nc2ccccc2nc1N1CCOCC1 (configuration not stated),-0.1,-1.8,94.4,87.3,97.0,92.4,100.0,134.4
Cc1c(OC(C)C(=O)NCC2CCC(C(=O)O)CC2)ccc2c(-c3ccccc3)cc(=O)oc12 (configuration not stated),0.0,-0.9,96.2,99.3,98.0,98.9,101.4,80.3
Cc1cc(C)nc(CCNC(=O)c2cc(COc3c(F)cccc3F)on2)n1,0.0,5.4,96.0,93.0,88.3,97.8,88.3,112.6

# 7 compounds from above, reduced to CIT2 TOR yeast.
SMILES	CIT2 TOR yeast
O=C(Cn1c(CO)nc2ccccc21)Nc1ccccc1Cl	90.4
COc1ccc(NC(=O)c2sc3nc(Cc4ccccc4)cc(C(F)(F)F)c3c2N)cc1OC	102.3
Cn1c(C(=O)NC2CCCCC2)cc2c(=O)n(C)c3ccccc3c21	105.5
COc1cccc(NC(=O)C2CC(=O)N(C)C(=Nc3cccc(F)c3)S2)c1 (configuration not stated)	94.7
COC(=O)CC1C(=O)NCCN1C(=O)c1ccc(Cl)cc1 (configuration not stated)	98.1
CN1C(=O)CC(C(=O)O)SC1=Nc1cc(Cl)cc(Cl)c1 (configuration not stated)	100.9
O=C(CNC(c1ccccc1)c1ccccc1)Nc1ccccc1F	91.7

# Sorted by value in MEP2 TOR yeast (rising): 3 of the compounds above.
SMILES	Efflux pump inh	AHR activator	CIT2 TOR yeast	AGP1-GFP MLPCN	MEP2 TOR yeast	RPL19A TOR yeast	LAP4-GFP MLPCN
O=C(Cn1c(CO)nc2ccccc21)Nc1ccccc1Cl	0.0	-0.5	90.4	97.4	89.1	96.7	115.6
Cc1cc(-n2c(C)cc(C(=O)COc3ccc([N+](=O)[O-])cc3)c2C)no1	0.1	6.1	93.3	101.4	94.6	99.2	107.0
Cc1ccc(-n2ncc3c2CC(C)(C)CC3NC(=O)c2ccccn2)cc1 (configuration not stated)	0.0	0.6	96.2	98.2	96.9	99.4	109.9

# Later entries:
SMILES,Efflux pump inh,AHR activator,CIT2 TOR yeast,AGP1-GFP MLPCN,MEP2 TOR yeast,RPL19A TOR yeast,LAP4-GFP MLPCN,Yeast superoxide
Cc1ccc2nc(SCC(=O)Nc3ccccc3F)nc(=O)n2c1,0.0,-3.9,85.4,94.0,89.4,88.3,91.9,90.4
CCOC(=O)C1(C(F)(F)F)N=C(c2cccnc2)OC(N2CCOCC2)=N1 (configuration not stated),0.5,3.8,93.0,99.0,93.7,96.6,93.5,110.8
CC(Nc1nc(-c2ccccc2F)nc2ccccc12)c1ccccc1 (configuration not stated),0.0,1.8,93.8,101.5,103.0,99.0,106.2,89.0
Cn1ccnc1C1CCCCN1C(=O)c1cc(COc2ccc(F)cc2F)on1 (configuration not stated),0.2,3.8,76.5,108.5,94.5,99.2,94.8,85.1
Cc1ccc(NC(=O)CN2C(=O)NC3(CCCC3)C2=O)c(Cl)c1,0.1,1.4,86.5,92.8,113.7,107.6,105.4,106.4
O=[N+]([O-])c1cccc(CSc2cccc[n+]2[O-])c1,0.0,0.2,83.3,90.0,85.7,97.6,80.3,105.8
CN(C)C(CNC(=O)CCNC(=O)c1ccccc1Cl)c1ccco1 (configuration not stated),-0.1,0.3,90.8,95.5,94.1,96.4,103.4,122.3
COc1cc(-c2noc(C)n2)cc(OC)c1OC,0.0,1.0,88.9,96.0,94.4,95.6,104.5,113.1
CCCCOc1ccc(C(=O)N/C(=C\c2ccc([N+](=O)[O-])cc2)C(=O)OCc2ccco2)cc1,0.4*,0.1,105.1,98.7,107.3,104.3,95.8,91.8
COc1ccc(-c2nc(SCc3ccccc3)n(S(C)(=O)=O)n2)cc1,-0.1,3.8,107.8,107.0,109.1,104.0,113.8,88.3
O=C(OCc1ccc(Cl)c(Cl)c1)c1cnccn1,0.0,-1.7,99.7,107.0,97.5,109.0,105.2,104.3
O=C(CSc1nc2ncccc2[nH]1)c1ccc2c(c1)OCO2,0.1,6.6,104.3,105.4,101.5,101.0,116.5,96.3
COc1ccc(OCC(=O)NNC(=S)NC(=O)c2ccc([N+](=O)[O-])cc2)cc1,-0.1,-2.0,102.1,98.7,97.8,108.9,85.9,117.7
Nc1nc(Nc2cccc(Cl)c2)nc(NCc2ccco2)c1[N+](=O)[O-],0.1,17.7,89.2,102.4,93.9,101.2,108.2,100.1
CC1(C)Oc2ccc3ccc(=O)oc3c2C(/C=N/O)=C1Cl,0.0,1.0,98.9,96.4,106.5,99.4,91.5,106.2
O=C(COC(=O)c1cccs1)NCC1CCCO1 (configuration not stated),-0.1,-0.5,108.5,103.6,105.6,104.2,108.2,99.3
CCOC(=O)N1CCN(c2c(-c3ccccc3)c3cc(Cl)ccc3[nH]c2=O)CC1,-0.2,2.1,98.7,104.0,102.2,96.8,93.6,84.6
CN1C(=O)C2(c3ccccc31)N(C)CC(c1ccccn1)C21SC(=S)N(Cc2ccco2)C1=O (configuration not stated),-0.1,2.4,87.2,94.2,91.2,95.9,90.0,109.2
CCn1nnnc1SCC(=O)N1c2ccccc2Sc2ccccc21,0.1,-1.7,92.7,94.5,93.2,92.4,92.4,99.8
c1ccc(Cn2cc(CNc3ccccc3)nn2)cc1,0.0,8.5,93.0,88.0,102.9,100.5,133.8,106.6
CC(NC(=O)NC1CCCCC1)C(c1cccs1)N1CCN(Cc2ccccc2)CC1 (configuration not stated),0.3,-1.8,102.1,101.5,93.0,94.6,110.7,95.3
C=CCNC(=O)c1ccc(OC)cc1,0.1,nt,93.5,96.5,100.0,102.9,87.0,95.4
CC1CCN(c2nc(N(C)c3ccccc3)nc(N)c2[N+](=O)[O-])CC1,-0.1,4.4,100.5,107.6,97.3,96.9,143.8,79.1
COC(=O)c1sc2nc(CN3CCN(c4cccc(C(F)(F)F)c4)CC3)[nH]c(=O)c2c1C,-0.1,1.2,97.3,94.9,101.5,96.6,101.2,91.2
CC(Nc1nc2ncn(Cc3ccccc3)c2c(=O)[nH]1)C(=O)O (configuration not stated),0.0,-1.7,101.5,99.1,99.9,102.6,105.0,105.4
CSc1nnc(-c2sccc2OCc2ccc(C)cc2)n1C,0.0,7.8,90.3,95.7,99.4,94.1,103.7,93.4
Cc1noc(C)c1S(=O)(=O)N1CCC(C(=O)N2CCN(c3ccc(Cl)cc3)CC2)CC1,0.1,6.4,99.9,103.2,106.3,98.2,97.1,98.3
O=C(O)COc1cccc(NC(=O)c2ccccc2)c1,0.0,2.6,103.7,100.1,107.3,99.9,94.1,93.7
c1ccc(CC2CNc3ccccc3CN2)cc1 (configuration not stated),0.1,7.7,94.9,nt,83.1,93.5,76.9,105.6
O=C(c1ccccc1)N1CCN(C(=S)NCCc2ccccc2)CC1,-0.1,-0.8,100.2,102.4,102.8,103.7,109.8,86.7
COc1ccccc1C(=O)Nc1ccnn1C1CCN(C(=O)c2ccoc2)CC1,-0.1,5.8,108.2,106.8,127.2,108.6,121.4,93.9
CC(C)(C)c1cc(NC(=O)CSc2nnc(N)s2)n(-c2ccccc2)n1,-0.1,-1.5,101.3,104.7,101.9,101.0,98.8,97.1
CCOc1ccc(CN2CCCC(CO)(Cc3ccc(F)cc3)C2)cc1 (configuration not stated),0.0,-0.6,104.7,97.7,106.5,101.6,96.4,121.3
C/C(=N/N1CCN(c2ccccc2)CC1)c1cccc([N+](=O)[O-])c1,-0.1,24.8,83.0,95.2,97.1,92.1,104.9,94.1
Cc1n[nH]c(=S)n1/N=C/c1ccccc1OCc1ccc(Cl)cc1,0.0,46.4,96.1,100.7,93.8,100.0,94.6,100.2
CCCOc1ccc2oc(=O)c3c(c2c1)CCCN3C(=O)CN1CCc2ccccc2C1,0.0,18.3,108.1,100.9,95.2,100.7,94.5,90.9
CCOC(=O)c1cccc(NC(=O)CN2C(=O)C3CC=CCC3C2=O)c1 (configuration not stated),-1.0,5.8,97.0,94.5,99.5,102.5,83.7,99.3
O=C(NCc1ccc(N2CCCC2=O)cc1)c1ccc(F)cc1,-0.1,2.0,98.6,109.3,104.7,105.1,96.9,90.4
CC(C)CC(NC(=O)C(CC(C)C)NC(=O)OC(C)(C)C)C(=O)O (configuration not stated),0.2,-0.8,91.6,94.6,97.3,97.8,95.7,104.4
O=C(CN(c1cc(C(F)(F)F)ccc1Cl)S(=O)(=O)c1ccccc1)NCc1cccnc1,-0.1,0.8,100.5,97.4,99.9,97.1,104.1,96.8
O=C(Cc1c[nH]c2ccccc12)N1CCN(c2ccccc2)CC1,0.2,5.9,99.2,100.5,106.9,99.3,101.9,97.7
O=C(Nc1nccs1)c1ccccn1,-0.1,6.6,103.8,103.6,98.9,100.3,92.2,106.7
COc1ccc(NC(=O)NCCN2CCCCC2)cc1,0.0,-0.5,118.1,103.3,106.9,101.8,94.5,104.9

# Screens as filed in PubChem BioAssay.
